Bioassay records from PubChem.
NCF1 inh: p47phox/p22phox peptide binding inhibitors, primary screen, biochemical, uHTS, NADPH oxidase regulatory subunit. Neutrophil cytosol factor 1 (Homo sapiens), P14598. fluorescence polarization, 2 h. inhibition, % at 24.7 µM. actives 0.53% (n = 220,000);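 active = inhibition above about 30%, limit read from the data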;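 also: 0% = p47phox with labelled peptide and 100% = labelled peptide alone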
Target sequence (P14598 whole entry, looked up): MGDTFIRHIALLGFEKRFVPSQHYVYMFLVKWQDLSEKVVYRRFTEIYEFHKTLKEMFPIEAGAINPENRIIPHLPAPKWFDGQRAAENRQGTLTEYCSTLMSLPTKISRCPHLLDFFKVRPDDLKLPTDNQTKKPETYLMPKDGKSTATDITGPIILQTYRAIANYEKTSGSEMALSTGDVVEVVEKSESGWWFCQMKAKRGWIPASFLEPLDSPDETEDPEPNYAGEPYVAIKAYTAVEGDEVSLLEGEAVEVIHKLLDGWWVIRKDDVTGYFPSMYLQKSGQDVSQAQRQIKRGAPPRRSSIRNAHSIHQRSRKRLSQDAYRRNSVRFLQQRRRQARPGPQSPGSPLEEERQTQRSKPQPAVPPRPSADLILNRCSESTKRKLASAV
p97 inhibitor: inhibitors of human p97 ATPase, primary screen, biochemical. actives 0.42% (n = 220,000). inhibition, % at 8 µM. recombinant p97 ATPase, Kinase-Glo ATP luminescence, 3 h. Transitional endoplasmic reticulum ATPase (Homo sapiens), P55072. AID 1481, 2009; in the data active = inhibition above about 15%;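 also: 0% = DMSO vehicle and 100% = wells lacking enzyme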
Furin inh: human furin inhibitors, primary screen, biochemical, fluorescence intensity | P09958 | purified furin, fluorogenic substrate cleavage | inhibition, % at 30 µM | actives 0.061% (n = 220,000) | AID 463115, 2010; in the data active = inhibition above about 25%; also: inactives centre near -15
Target sequence (P09958 108-714 limits assumed): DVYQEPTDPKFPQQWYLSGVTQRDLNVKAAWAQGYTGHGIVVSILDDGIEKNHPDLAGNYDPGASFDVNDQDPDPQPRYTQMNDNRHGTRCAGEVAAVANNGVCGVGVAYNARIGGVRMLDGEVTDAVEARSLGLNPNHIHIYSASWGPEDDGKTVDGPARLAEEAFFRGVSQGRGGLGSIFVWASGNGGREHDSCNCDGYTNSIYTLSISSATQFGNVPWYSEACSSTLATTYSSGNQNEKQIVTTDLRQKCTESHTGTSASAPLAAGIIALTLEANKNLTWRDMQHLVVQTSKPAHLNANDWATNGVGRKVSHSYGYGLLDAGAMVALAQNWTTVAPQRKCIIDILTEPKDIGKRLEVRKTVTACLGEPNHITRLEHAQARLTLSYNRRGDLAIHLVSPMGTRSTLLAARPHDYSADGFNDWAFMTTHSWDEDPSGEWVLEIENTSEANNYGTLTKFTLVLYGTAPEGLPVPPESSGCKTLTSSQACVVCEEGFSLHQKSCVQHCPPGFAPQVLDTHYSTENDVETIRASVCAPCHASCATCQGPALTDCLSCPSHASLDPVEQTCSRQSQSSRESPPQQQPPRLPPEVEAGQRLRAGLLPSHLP
EP2 antag: human EP2 receptor antagonists, primary screen, TR-FRET cAMP, C6 glioma cells. AID 1422, 2008. Prostaglandin E2 receptor EP2 subtype (Homo sapiens), P43116. actives 0.52% (n = 260,000). inhibition, % at 25 µM. C6 glioma cells expressing human EP2; cells stimulated with saturating PGE2;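 active = percent inhibition above 40 after rounding to a whole number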;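 also: rat C6 glioma host cells with rolipram phosphodiesterase inhibitor present; the protocol text gives 20 µM as final concentration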
BaF3 parental: parental Ba/F3 cell viability inhibition, counter-screen for JAK2V617F inhibitor project, murine pro-B, CellTiter-Glo luminescence; AID 1486, 2009; actives 1.1% (n = 220,000); inhibition, % at 5.6 µM; CellTiter-Glo ATP luminescence;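 active = inhibition above a per-campaign cutoff, the mean inhibition of all tested compounds plus 3 SD, cut at about 27% in these data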;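 also: 0% = DMSO wells and 100% = JAK Inhibitor I control wells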
RBBP9 inh: human RBBP9 inhibitors, primary screen, biochemical, fluorescence polarization, FP-Rh probe, HTS; AID 1515, 2009; recombinant RBBP9; actives 0.2% (n = 220,000); Serine hydrolase RBBP9 (Homo sapiens), O75884; inhibition, % at 7.94 µM;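 active = inhibition above the campaign mean of all tested compounds plus 3 SD, cut at about 14% in these data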;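 also: plate controls were DMSO wells with RBBP9 for no effect and wells lacking RBBP9 protein for full effect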
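System: RBBP9 protein | Quantity: 2.5 µM RBBP9 dispensing solution, before mixing | Reagent: FP-Rh probe, 375 nM dispensing solution | Timing: Enzyme-compound preincubation 30 min, then probe labeling 45 min, 25 °C | Measured by: Fluorescence polarization | Read-out: % inhibition | Replication: One well per compound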
Ba/F3 V617F tox: reduced viability of JAK2V617F-dependent Ba/F3 cells, primary screen, JAK2V617F inhibitor project, cell-based, Ba/F3 EpoR-JAK2V617F, luminescence | ATP luminescence | inhibition, % at 5.6 µM | actives 1.1% (n = 220,000) | AID 1446, 2008;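 active = inhibition above the campaign mean plus 3 SD over all tested compounds, cut at about 24% in these data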;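 also: cytokine-independent growth of Ba/F3 cells driven by EpoR plus mutant JAK2; 0% = DMSO-treated cells and 100% = JAK inhibitor I control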
PPC-1+TRAIL kill: compounds killing PPC-1 cancer cells with TRAIL present, primary screen, TRAIL potentiator project, ATPLite luminescence, uHTS. PPC-1 cells + TRAIL, ATPLite viability luminescence. cell killing (% activity), % at 4 µM. actives 0.41% (n = 220,000). AID 1443, 2008;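 active = cell killing above 50% in the first pass at 4 µM, then a duplicate retest at 5 µM averaging 50% or more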;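 also: plate controls were cells with TRAIL plus DMSO for no effect and medium-only wells lacking cells for full effect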
TbHK1 inh: Trypanosoma brucei hexokinase 1 inhibitors, primary screen, biochemical, G6PDH-coupled NADH absorbance, MLSCN library; hexokinase 1 [Trypanosoma brucei]; recombinant TbHK1, G6PDH-coupled NADH A340; inhibition, % at 10 µM; actives 0.11% (n = 220,000); AID 1430, 2008;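 active = inhibition of 50% or more in the single-dose primary screen; inactive = inhibition below 50%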
Numbers without * were called inactive; . = not tested or not shown; & = joins results of further samples; [ ] = another dose, or the depositor's remark.

SMILES | Ba/F3 V617F tox | EP2 antag | RBBP9 inh | TbHK1 inh | p97 inhibitor | BaF3 parental | Furin inh | NCF1 inh | PPC-1+TRAIL kill
Oc1ccc(Nc2nc3ccccc3nc2Nc2ccc(O)cc2)cc1 | 93* | 3 | 21* | -15 | 11 | 100* | -2[20 µM] | 66* | 2
CC(C)C(c1nnnn1Cc1ccccc1)N(Cc1ccco1)Cc1cccs1 (stereo unspecified) | 6 | 10 | -15 | 17 | -15 | 2 | -1 | -19 | -6
Cc1ccc(OCC(O)CNS(=O)(=O)c2ccccc2C(=O)O)cc1 (stereo unspecified) | 5 | 11 | -5 | 0 | -7 | 6 | -3 | -9 | .
CC(C(=O)Nc1sc2c(c1C#N)CCCCC2)N1C(=O)c2ccccc2C1=O (stereo unspecified) | 1 | 9 | -9 | 15 | -1 | 8 | -14 | -20 | 42
Cc1ccc(Nc2nnc(-c3ccccc3N)o2)cc1C | -3 | 7 | 0 | -30 | 4 | 2 | -36 | -3 | 16
CCn1cc(C(=O)OCc2ccccc2)c(=O)c2ccc(C)nc21 | -1 | 15 | -5 | -12 | -1 | 1 | -7[20 µM] | -6 | -5
COCCN1C(=O)C(=O)/C(=C(/O)c2cccc(OC)c2)C1c1ccncc1 (stereo unspecified) | 4 | 10 | -2 | -28 | 2 | 1 | -14[20 µM] | -8 | 13
Cc1ccc([N+](=O)[O-])cc1Nc1nc(N2CCOCC2)nc(N2CCOCC2)n1 | 1 | 3 | -6 | -5 | 1 | 2 | 6 | 20 | .
CC(C)c1c(O)nc(SCC(=O)N2CCOCC2)[nH]c1=O | -3 | 7&12 | 2 | 1 | 2 | 0 | -3[20 µM] | 0 | 0
C(=Nc1ccc(Nc2ccccc2)cc1)c1ccc2ccccc2c1 | -1 | 0 | 7 | -13 | 5 | 0 | -10 | -5 | 1
CCN(CC)CCOC(=O)c1ccc(NC(=O)C2(c3ccccc3)CCCC2)cc1 | 2 | 17 | -5 | 6 | -12 | 5 | -9[20 µM] | 6 | 16
Oc1ccc(Br)cc1/C=N/N1CCCCC1 | 0 | 8 | -3 | 35 | 5 | 5 | 8 | 3 | -7
Cc1cc2c3c(c1C)C1(C(=O)N3C(C)(C)CC2C)C(C#N)=C(N)Oc2cc(O)ccc21 (stereo unspecified) | 2 | 8&13 | -3 | -3 | 1 | 4 | -19[20 µM] | 3 | -4
C[C@@H](C(=O)Nc1ccccc1N1CCOCC1)N1C(=O)C2CC=CCC2C1=O (stereo partly specified) | 0 | 1 | 4 | -8 | 0 | 4 | -22[20 µM] | -4 | -8
Brc1ccccc1Cn1c(-c2cncs2)nc2ccccc21 | 0 | 10 | -11 | -9 | -8 | 0 | -22 | -8 | -2
CC(C)C(OC(=O)c1ccccc1)c1nccc2ccccc12 (stereo unspecified) | -3 | 6 | -4 | 4 | -3 | -1 | -20 | -14 | 0
NCCCCCNC(=O)/C=N\O | -1 | 4 | -11 | -1 | 5 | 4 | -20 | 0 | -3
Cc1onc(-c2ccccc2)c1-c1ccnn1S(=O)(=O)c1ccc(Cl)cc1 | -4 | 12 | -1 | 3 | 7 | 2 | -6 | -41 | 22
Cc1[nH]c2ccccc2c1/C=C(\C#N)C(=O)NCc1ccccc1 | 0 | 7 | -6 | 0 | 5 | 4 | -28 | -51 | -18
CCCCN(C(=O)CSc1nncn1-c1ccccc1OC)c1c(N)n(Cc2ccccc2)c(=O)[nH]c1=O | 5 | 8 | -10 | 8 | -3 | 5 | -13 | 4 | 17
Cc1cc2c(cc1C)NC(c1nc3ccccc3[nH]1)C1=C(CC(C)(C)CC1=O)N2 (stereo unspecified) | -4 | 9 | -6 | -37 | 2 | -2 | -8[20 µM] | -10 | 24
c1ccc(-c2nnc3n2NC(c2ccc4c(c2)OCO4)S3)cc1 (stereo unspecified) | -3 | 9 | -4 | -1 | 2 | 2 | -18[20 µM] | 1 | 28
COc1ccc(C(=O)n2nc(-c3ccc(C)cc3)nc2N)cc1OC | -1 | 10&12 | 0 | -10 | 3 | 3 | -27[20 µM] | -4 | 39
CC(C)CN(C(=O)COC(=O)c1ccc2c(c1)NC(=O)CS2)C1CCS(=O)(=O)C1 (stereo unspecified) | 1 | 11 | -7 | 5 | 2 | 4 | -21 | -11 | 19
O=C(Nc1ccccc1)N(C1=NCCC1)c1ccc(OC(F)F)cc1 | 3 | 18 | 0 | 1 | -5 | 6 | -16 | -6 | -4
COc1ccc2c(c1)C1NC(=S)NC(C)(O2)C1C(=O)Nc1ccc(C)cc1C (stereo unspecified) | -3 | 8 | 0 | -7 | 2 | -1 | -26 | 1 | -9
COc1nc(OC)nc(N2CCC(C(=O)NC3CC3)CC2)n1 | 4 | 6 | -4 | 8 | -3 | 9 | -16 | -3 | -6
CCC(Oc1ccccc1)C(=O)Nc1nnc(C(F)(F)F)s1 (stereo unspecified) | 3 | 15 | -6 | -1 | -2 | 3 | -11[20 µM] | -2 | 14
CCCCn1ccnc1C(=O)c1ccc(S(=O)(=O)N(CCOC)CCOC)cc1 | 4 | . | -7 | -10 | -8 | 8 | -10 | -15 | 11
Cn1c(SCC(=O)NC2CC2)nnc1-c1cccc(NC(=O)c2ccccc2F)c1 | -2 | 3 | -6 | 1 | 2 | 1 | -18[20 µM] | 0 | 14
NC(=O)Nc1ccc2c(c1)OCCO2 | 0 | 8 | -6 | -9 | -2 | 0 | -6[20 µM] | -12 | 17
CCOC(=O)C1CCN(C(=O)c2ccccc2NC(=O)c2ccc(Br)cc2)CC1 | 3 | 4 | -4 | 29 | 2 | 6 | -3 | 3 | 7
O=C(Nc1cc2c(ccc3ccccc32)oc1=O)C1CCCCC1 | 1 | 5 | -5 | -4 | 0 | -1 | -31[20 µM] | -3 | -1
Cc1ccc2nc(-c3ccc(NC(=S)NCCC(C)C)cc3)sc2c1 | 5 | 18 | -10 | -20 | 0 | 6 | -3[20 µM] | . | .
COc1ccc2oc(=O)c(C(=O)N3CCN(c4ccccc4F)CC3)cc2c1 | 0 | 11 | 3 | -10 | 0 | 3 | -16[20 µM] | -7 | 8
CCCc1nnc(NC(=O)CC(=O)OCC)s1 | 0 | 11 | -7 | -1 | -2 | -1 | -8 | -1 | 18
COc1cccc(NC(=O)C(Sc2nc3ccccc3c(=O)n2CC(C)C)c2ccccc2)c1 (stereo unspecified) | -3 | 8 | -7 | -18 | 5 | 0 | -16 | -5 | 16
CCCOC(=O)c1ccc(OC(=O)c2ccco2)cc1 | 0 | 5 | -3 | 6 | 4 | 5 | -5 | 3 | 15
C/C(=N\N(Cc1ccccc1)c1ccccc1)c1ccncc1 | 2 | 17 | -6 | -9 | -2 | 4 | -13 | 2 | 19
CCOC(=O)c1cc(OCC(=O)NC(C)C(C)C)cc(C(=O)OCC)c1 (stereo unspecified) | -4 | 7 | -3 | -1 | -2 | 0 | -32 | -11 | -1
CCCOc1ccc(C(C)=O)cc1CSCCC#N | -3 | 11 | 7 | -4 | -4 | 1 | -21[20 µM] | -7 | 17
O=c1[nH]c(CSc2nc(-c3ccccc3)cs2)nc2ccccc12 | 0 | 7 | -5 | -5 | 2 | 5 | 1 | -18 | 25
O=[N+]([O-])c1ccc(C(O)CNC(=S)Nc2ccccc2)cc1 (stereo unspecified) | -3 | 12 | -5 | -2 | 5 | 3 | -32 | -9 | 18
CCOC(=O)c1c(-c2ccc(F)cc2)csc1NC(=O)C1CCCO1 (stereo unspecified) | 2 | 6 | -7 | -3 | 3 | 4 | -9 | -6 | 2
CCOc1cc(NC(=O)c2ccco2)c(OCC)cc1NC(=O)COc1ccccc1 | 3 | 4&14 | -9 | -13 | -4 | 8 | -19[20 µM] | 35* | 18
Cn1nnc2c[n+](CC(=O)c3ccc(Cl)cc3)cc(Br)c21 | -5 | 9 | -8 | -5 | 7 | 2 | -23 | -17 | 3
Cc1cscc1NC(=O)/C=C/C(=O)O | -6 | 7 | -1 | -4 | 8 | -1 | -8 | -8 | 11
CCOCC(=O)Nc1nnc(COCC)s1 | 0 | . | 9 | 3 | 2 | -1 | -21[20 µM] | -4 | -2
COc1cc(OC)cc(C(=O)NC2=NCCS2)c1 | 0 | 8 | -3 | -5 | 2 | 5 | -16[20 µM] | -2 | 35
O=C(NCc1ccco1)C1CCCN1C(=O)Nc1ccc(Cl)cc1 (stereo unspecified) | -6 | 4 | -10 | 0 | 5 | -1 | -31 | 2 | 1
CCn1c(COc2ccc(C)cc2)nnc1SCC(=O)Nc1ccc2c(c1)OCCO2 | 0 | 7 | 0 | 19 | 2 | 5 | -17 | -10 | 13
COCCSc1nnc(NS(=O)(=O)c2ccccc2)s1 | 2 | 4 | 1 | -3 | 2 | 11 | -20 | -13 | 25
COc1cccc(-n2c(SCC(N)=O)nc3ccccc3c2=O)c1 | -2 | 2 | 2 | 2 | 4 | 3 | -37 | -61 | 6
Cc1nn(-c2ccccc2)c2sc(C(=O)N(CC(=O)NC(C)(C)C)Cc3ccco3)cc12 | -3 | 20&10 | -6 | -3 | 9 | 4 | -6 | -14 | -1
O=C(CCS(=O)(=O)c1ccccc1)Nc1nc(-c2ccccn2)cs1 | 1 | 12 | -11 | 4 | 3 | 8 | -24 | . | .
CC1CC(C)CN(C(=O)Cn2cc(C=O)c3ccccc32)C1 (stereo unspecified) | 5 | 6 | -7 | 4 | -4 | 1 | 0 | -7 | 12

Going on with the list.
SMILES | Ba/F3 V617F tox | EP2 antag | RBBP9 inh | TbHK1 inh | p97 inhibitor | BaF3 parental | Furin inh | NCF1 inh | PPC-1+TRAIL kill
COc1ccc(/C=C2/C(=O)OCc3cc(OC)c(OC)cc32)c(OC)c1 | -1 | 6 | -8 | -18 | 6 | 1 | -19 | -10 | -11
C/C(=N\NC(=S)NCCc1ccccc1)c1ccc(C)cc1 | -3 | 5 | -10 | 7 | -6 | -2 | -23[20 µM] | -24 | -8
CC(C)c1ccc(COc2ccc(C(=O)N3CCOCC3)cc2)cc1 | 7 | 6 | 1 | 8 | -8 | 15 | -2 | -5 | -14
CCN(CC)S(=O)(=O)c1ccc(OC)c(NC(=O)c2ccc(=O)[nH]c2)c1 | -4 | 5 | -1 | -7 | 2 | -5 | -26 | -8 | 0
O=C(NCc1cccnc1)c1ccc(S(=O)(=O)N2CCCCCC2)cc1 | 3 | 6 | -5 | 0 | 3 | 9 | -20 | -11 | -5
COc1ccc(CCN2C(=O)CC(Cc3ccc(C)cc3)C2=O)cc1OC (stereo unspecified) | -1 | 12 | -5 | -5 | -5 | 3 | -14 | -1 | 8
Cc1cccc(C)c1OCc1nc2ccccc2c(=O)n1/N=C/c1c[nH]c2ccccc12 | -3 | 6 | -2 | -9 | 7 | 3 | -21 | -3 | -9

These rows are one share of the data; rates above refer to the full screens.
